Screens (PubChem BioAssay)
PPC-1+TRAIL kill – compounds killing PPC-1 cancer cells with TRAIL present (potentiator screen, no TRAIL-free arm); PPC-1 cells + TRAIL, ATPLite viability luminescence; cell killing (% activity), % at 4 µM; AID 1443; 0.41% of 220,000 active;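 active = cell killing above 50% in the first pass at 4 µM, then a duplicate retest at 5 µM averaging 50% or more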;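 note: plate controls were cells with TRAIL plus DMSO for no effect and medium-only wells lacking cells for full effect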
RBBP9 inhibitor – human RBBP9 hydrolase inhibition; O75884; recombinant RBBP9, FP-Rh probe fluorescence polarization; inhibition, % at 7.94 µM; 0.2% of 220,000 active; AID 1515;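 active = inhibition above the campaign mean of all tested compounds plus 3 SD, cut at about 14% in these data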;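 note: plate controls were DMSO wells with RBBP9 for no effect and wells lacking RBBP9 protein for full effect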
Target sequence (O75884 whole entry, looked up): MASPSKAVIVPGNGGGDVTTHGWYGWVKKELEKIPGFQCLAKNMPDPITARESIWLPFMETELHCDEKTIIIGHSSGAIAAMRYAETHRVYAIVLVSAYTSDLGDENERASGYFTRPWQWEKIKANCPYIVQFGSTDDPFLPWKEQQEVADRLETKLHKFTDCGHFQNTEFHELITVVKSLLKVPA
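system = RBBP9 protein | input = RBBP9 at 2.5 µM in dispensed solution, before mixing | measured by = fluorescence polarization (mP), excitation 525 nm, emission 598 nm | incubation = enzyme-compound preincubation 30 min, then probe labeling 45 min, 25 °C | buffer or medium = Tris-NaCl-Pluronic buffer, pH 8.0 | compound = single dose 7.94 µM | also added = FP-Rh probe, 375 nM dispensing solution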
Ba/F3 V617F tox – loss of viability in JAK2V617F-driven Ba/F3 cells. Ba/F3 EpoR-JAK2V617F viability, ATP luminescence. inhibition, % at 5.6 µM. 1.1% of 220,000 active. AID 1446;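 active = inhibition above the campaign mean plus 3 SD over all tested compounds, cut at about 24% in these data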;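 note: cytokine-independent growth of Ba/F3 cells driven by EpoR plus mutant JAK2; 0% = DMSO-treated cells and 100% = JAK inhibitor I control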
NCF1 inh – blocks human p47phox regulatory protein of NADPH oxidases; P14598; p47phox/p22phox peptide binding, fluorescence polarization, 2 h; inhibition, % at 24.7 µM; 0.53% of 220,000 active; AID 1274;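 active = inhibition above about 30%, limit read from the data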;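 note: 0% = p47phox with labelled peptide and 100% = labelled peptide alone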
p97 ATPase inh – human p97 ATPase inhibition. P55072. recombinant p97 ATPase, Kinase-Glo ATP luminescence, 3 h. inhibition, % at 8 µM. 0.42% of 220,000 active. AID 1481; in the data active = inhibition above about 15%;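 note: 0% = DMSO vehicle and 100% = wells lacking enzyme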
TbHK1 inh – blocks Trypanosoma brucei hexokinase 1 activity; recombinant TbHK1, G6PDH-coupled NADH A340; inhibition, % at 10 µM; 0.11% of 220,000 active; AID 1430;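 active = inhibition of 50% or more in the single-dose primary screen; inactive = inhibition below 50%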
PGE2 EP2 inh – EP2 receptor (human) inhibition. P43116. C6 glioma cells expressing human EP2, cAMP TR-FRET; cells stimulated with saturating PGE2. inhibition, % at 25 µM. 0.52% of 260,000 active. AID 1422;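 active = percent inhibition above 40 after rounding to a whole number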;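 note: rat C6 glioma host cells with rolipram phosphodiesterase inhibitor present; the protocol text gives 20 µM as final concentration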
Furin inh – human furin inhibition | P09958 | purified furin, fluorogenic substrate cleavage | inhibition, % at 30 µM | 0.061% of 220,000 active | AID 463115; in the data active = inhibition above about 25%; note: inactives centre near -15
Target sequence (P09958 108-714 limits assumed): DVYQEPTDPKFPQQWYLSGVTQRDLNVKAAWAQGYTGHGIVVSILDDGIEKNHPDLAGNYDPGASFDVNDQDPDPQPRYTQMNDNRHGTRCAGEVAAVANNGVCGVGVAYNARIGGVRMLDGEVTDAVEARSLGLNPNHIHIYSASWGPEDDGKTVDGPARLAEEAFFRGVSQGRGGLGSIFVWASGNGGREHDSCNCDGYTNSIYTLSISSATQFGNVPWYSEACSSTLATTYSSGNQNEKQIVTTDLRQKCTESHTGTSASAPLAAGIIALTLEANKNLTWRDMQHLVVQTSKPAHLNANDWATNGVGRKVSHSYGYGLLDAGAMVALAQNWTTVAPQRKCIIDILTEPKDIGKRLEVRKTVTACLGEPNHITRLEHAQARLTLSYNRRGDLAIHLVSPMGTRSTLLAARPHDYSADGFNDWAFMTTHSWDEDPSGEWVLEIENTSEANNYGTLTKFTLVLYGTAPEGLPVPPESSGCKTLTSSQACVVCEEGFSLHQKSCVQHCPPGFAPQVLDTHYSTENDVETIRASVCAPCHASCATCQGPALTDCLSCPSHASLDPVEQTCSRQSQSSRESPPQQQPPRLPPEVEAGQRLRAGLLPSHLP
BaF3 tox – parental Ba/F3 viability inhibition as JAK2V617F counter-screen; 1.1% of 220,000 active; CellTiter-Glo ATP luminescence; inhibition, % at 5.6 µM; AID 1486;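 active = inhibition above a per-campaign cutoff, the mean inhibition of all tested compounds plus 3 SD, cut at about 27% in these data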;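 note: 0% = DMSO wells and 100% = JAK Inhibitor I control wells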
Starred values were filed as active, the others as inactive; & = joins results of further samples; [ ] = dose if it differs, or a comment. Only part of the results is shown; count on the stated rates, not on these rows.

What do the screens show for `O=C(Nc1nnc(-c2ccc(Cl)cc2)o1)Nc1ccccc1Cl`?
PPC-1+TRAIL kill: 21; RBBP9 inhibitor: -10; Ba/F3 V617F tox: -2; NCF1 inh: 3; p97 ATPase inh: 2; TbHK1 inh: 6; PGE2 EP2 inh: 11; Furin inh: -11[20 µM]; BaF3 tox: 3

What do the screens show for `CCc1ccc(NC(=S)N(CCN(C)C)C(C)c2ccncc2)cc1` (stereo unspecified)?
PPC-1+TRAIL kill: -1; RBBP9 inhibitor: -6; Ba/F3 V617F tox: 2; NCF1 inh: -4; p97 ATPase inh: -1; TbHK1 inh: 7; PGE2 EP2 inh: 4; Furin inh: -16; BaF3 tox: 2

How did COc1ccc(N2CC(C)Cn3c2nc2c3c(=O)n(Cc3ccc(C)cc3)c(=O)n2C)c(OC)c1 (stereo unspecified) do in these assays?
PPC-1+TRAIL kill: 11; RBBP9 inhibitor: 2; Ba/F3 V617F tox: 1; NCF1 inh: -11; p97 ATPase inh: 6; TbHK1 inh: -11; PGE2 EP2 inh: 6; Furin inh: -3; BaF3 tox: 5

What do the screens show for `CC1CN(S(=O)(=O)c2cccs2)CC(C)O1` (stereo unspecified)?
PPC-1+TRAIL kill: 31; RBBP9 inhibitor: -1; Ba/F3 V617F tox: 3; NCF1 inh: -8; p97 ATPase inh: -5; TbHK1 inh: 1; PGE2 EP2 inh: 5; Furin inh: -22[20 µM]; BaF3 tox: 1

Results for CCCN1C(=O)c2cc(C(=O)Nc3ccccc3C)ccc2C1Nc1ccccc1C (stereo unspecified) ?
PPC-1+TRAIL kill: -7; RBBP9 inhibitor: 5; Ba/F3 V617F tox: -1; NCF1 inh: -7; p97 ATPase inh: 7; TbHK1 inh: -5; PGE2 EP2 inh: 3; Furin inh: -17; BaF3 tox: 2

Results for Cc1nn(Cc2ccc(Cl)cc2Cl)c(C)c1NC(=O)CCl ?
PPC-1+TRAIL kill: 10; RBBP9 inhibitor: -2; Ba/F3 V617F tox: 30*; NCF1 inh: 17; p97 ATPase inh: 5; TbHK1 inh: 1; PGE2 EP2 inh: 1; Furin inh: -16[20 µM]; BaF3 tox: 5

Results for Cc1ccccc1N=C(NOCc1ccccc1)c1nonc1N ?
PPC-1+TRAIL kill: 12; RBBP9 inhibitor: -10; Ba/F3 V617F tox: -2; NCF1 inh: -6; p97 ATPase inh: 1; TbHK1 inh: 4; PGE2 EP2 inh: 5; Furin inh: -13[20 µM]; BaF3 tox: 2

How did COc1ccc(CCNC(=O)c2c(O)c3cccc4c3n(c2=O)CC4)cc1 do in these assays?
PPC-1+TRAIL kill: 9; RBBP9 inhibitor: 6; Ba/F3 V617F tox: -1; NCF1 inh: -5; p97 ATPase inh: 14; TbHK1 inh: -3; PGE2 EP2 inh: 7; Furin inh: -36; BaF3 tox: 2

Results for CCN(CCn1cccn1)C(=O)CCc1nnc(Cc2c[nH]c3ccccc23)o1 ?
PPC-1+TRAIL kill: -6; RBBP9 inhibitor: -11; Ba/F3 V617F tox: -2; NCF1 inh: -11; p97 ATPase inh: 2; TbHK1 inh: -10; PGE2 EP2 inh: 12; Furin inh: -14; BaF3 tox: 2

What do the screens show for `CC(C)CCN1C(=O)CC(NNC(=O)c2ccc(S(=O)(=O)N3CCCC3)cc2)C1=O` (stereo unspecified)?
PPC-1+TRAIL kill: -6; RBBP9 inhibitor: 6; Ba/F3 V617F tox: -2; NCF1 inh: -5; p97 ATPase inh: 7; TbHK1 inh: -5; PGE2 EP2 inh: 8; Furin inh: 1; BaF3 tox: -6

What do the screens show for `Cc1cc(C)c(NC(=O)CS(=O)CC(=O)Nc2cccnc2)c(C)c1` (stereo unspecified)?
PPC-1+TRAIL kill: 7; RBBP9 inhibitor: -10; Ba/F3 V617F tox: -2; NCF1 inh: 0; p97 ATPase inh: 6; TbHK1 inh: 4; PGE2 EP2 inh: 2&6; Furin inh: -17; BaF3 tox: 2

What do the screens show for `O=C(CSc1nc2ccccc2c(=O)n1C1CC1)NCc1ccccc1`?
PPC-1+TRAIL kill: 2; RBBP9 inhibitor: -1; Ba/F3 V617F tox: 2; NCF1 inh: -13; p97 ATPase inh: -3; TbHK1 inh: -1; PGE2 EP2 inh: 8; Furin inh: -19; BaF3 tox: -2

Results for Cc1ccc(C(=O)n2nc(-c3ccccc3)nc2NCc2ccco2)cc1 ?
PPC-1+TRAIL kill: 4; RBBP9 inhibitor: -14; Ba/F3 V617F tox: -2; NCF1 inh: -14; p97 ATPase inh: 0; TbHK1 inh: -1; PGE2 EP2 inh: 13; Furin inh: -4[20 µM]; BaF3 tox: 7

Results for Cc1ccc(N2C(=O)[C@@H]3C(c4ccc(F)cc4)=NO[C@@H]3C2=O)cc1 ?
PPC-1+TRAIL kill: -4; RBBP9 inhibitor: -5; Ba/F3 V617F tox: -4; NCF1 inh: -3; p97 ATPase inh: 4; TbHK1 inh: 5; PGE2 EP2 inh: 7; Furin inh: -17; BaF3 tox: -3

What do the screens show for `CC1(C)CC(=O)C=C(NNC(=O)c2ccc(N)cc2)C1`?
PPC-1+TRAIL kill: 12; RBBP9 inhibitor: -5; Ba/F3 V617F tox: 2; NCF1 inh: 1; p97 ATPase inh: -2; TbHK1 inh: -7; PGE2 EP2 inh: 2; Furin inh: -13; BaF3 tox: 6

What do the screens show for `O=C(COC(=O)CNS(=O)(=O)c1ccc2ccccc2c1)Nc1ccccc1Sc1ccccc1`?
PPC-1+TRAIL kill: 19; RBBP9 inhibitor: -12; Ba/F3 V617F tox: -4; NCF1 inh: -30; p97 ATPase inh: -1; TbHK1 inh: 17; PGE2 EP2 inh: 7; Furin inh: -12; BaF3 tox: 1

Results for CCOCCCNC(=O)C1CCC(CNS(=O)(=O)c2ccc(Cl)cc2)CC1 (stereo unspecified) ?
PPC-1+TRAIL kill: -9; RBBP9 inhibitor: -6; Ba/F3 V617F tox: -2; NCF1 inh: 5; p97 ATPase inh: 1; TbHK1 inh: -4; PGE2 EP2 inh: 8; Furin inh: -26[20 µM]; BaF3 tox: 2

Results for COc1cc(CCC(=O)Nc2nnc(-c3cccnc3)s2)cc(OC)c1OC ?
PPC-1+TRAIL kill: -10; RBBP9 inhibitor: -9; Ba/F3 V617F tox: -2; NCF1 inh: -7; p97 ATPase inh: 1; TbHK1 inh: -8; PGE2 EP2 inh: 18; Furin inh: -13; BaF3 tox: 1

How did COc1ccc(C(=O)CN2C(=O)c3ccccc3C2=O)c(OC)c1C do in these assays?
PPC-1+TRAIL kill: -4; RBBP9 inhibitor: -3; Ba/F3 V617F tox: 3; NCF1 inh: -14; p97 ATPase inh: -11; TbHK1 inh: 5; PGE2 EP2 inh: 7; Furin inh: -20[20 µM]; BaF3 tox: 3

What do the screens show for `COc1ccc(Cl)cc1S(=O)(=O)n1cnc2ccccc21`?
PPC-1+TRAIL kill: 32; RBBP9 inhibitor: -9; Ba/F3 V617F tox: -2; NCF1 inh: -5; p97 ATPase inh: 2; TbHK1 inh: 5; PGE2 EP2 inh: 9; Furin inh: -16; BaF3 tox: 2

What do the screens show for `O=C(Nc1ccc(Cl)cc1)c1ccsn1`?
PPC-1+TRAIL kill: 18; RBBP9 inhibitor: -5; Ba/F3 V617F tox: 5; NCF1 inh: 2; p97 ATPase inh: -5; TbHK1 inh: -1; PGE2 EP2 inh: 6; Furin inh: -3; BaF3 tox: 9

Results for C=CCOc1ccc(CNn2cn[nH]c2=S)cc1OC ?
PPC-1+TRAIL kill: 21; RBBP9 inhibitor: -3; Ba/F3 V617F tox: -2; NCF1 inh: -9; p97 ATPase inh: 4; TbHK1 inh: 3; PGE2 EP2 inh: 3; Furin inh: -23[20 µM]; BaF3 tox: 9

What do the screens show for `Cc1cccc2sc(NNC(=O)C3=COCCO3)nc12`?
PPC-1+TRAIL kill: 1; RBBP9 inhibitor: 6; Ba/F3 V617F tox: -2; NCF1 inh: 0; p97 ATPase inh: 5; TbHK1 inh: 1; PGE2 EP2 inh: 6; Furin inh: -23; BaF3 tox: 4

Results for CC(C)c1ccc(/C=C2\SC(N3CCOCC3)=NC2=O)cc1 ?
PPC-1+TRAIL kill: -7; RBBP9 inhibitor: -5; Ba/F3 V617F tox: -1; NCF1 inh: -120; p97 ATPase inh: -2; TbHK1 inh: -56; PGE2 EP2 inh: 5; Furin inh: -3; BaF3 tox: 0

What do the screens show for `C#CCNC(=O)C1=C[C@H](C)[C@@H](CCCO)[C@H](OCC)O1`?
PPC-1+TRAIL kill: 10; RBBP9 inhibitor: 4; Ba/F3 V617F tox: -1; p97 ATPase inh: 3; TbHK1 inh: -13; PGE2 EP2 inh: 10; Furin inh: -27; BaF3 tox: -1

Results for CC(C)C(c1nnnn1Cc1ccccc1)N1CCc2ccccc2C1 (stereo unspecified) ?
PPC-1+TRAIL kill: 22; RBBP9 inhibitor: -3; Ba/F3 V617F tox: -2; NCF1 inh: 0; p97 ATPase inh: 0; TbHK1 inh: -8; PGE2 EP2 inh: 12; Furin inh: -17; BaF3 tox: 2

How did CCN(CC)c1ccc(/C=N/N2C(=O)c3ccccc3C2=O)c(O)c1 do in these assays?
PPC-1+TRAIL kill: 7; RBBP9 inhibitor: 1; Ba/F3 V617F tox: -3; NCF1 inh: -7; p97 ATPase inh: 0; TbHK1 inh: -12; PGE2 EP2 inh: 9; Furin inh: -19; BaF3 tox: 5

Results for COc1cc(C(=O)Nc2ccc(C(C)=O)cc2)c(Br)c(OC)c1OC ?
PPC-1+TRAIL kill: 6; RBBP9 inhibitor: 2; Ba/F3 V617F tox: -2; NCF1 inh: -4; p97 ATPase inh: 1; TbHK1 inh: -2; PGE2 EP2 inh: 12; Furin inh: -16; BaF3 tox: 7

How did Cc1ccc(OCc2ccc(C(=O)Nc3ccc(S(N)(=O)=O)cc3)o2)cc1 do in these assays?
PPC-1+TRAIL kill: 0; RBBP9 inhibitor: -2; Ba/F3 V617F tox: 5; NCF1 inh: 1; p97 ATPase inh: -2; TbHK1 inh: 2; PGE2 EP2 inh: 6&6; Furin inh: -15; BaF3 tox: 12

How did CC(C)C(=O)Nc1ccc(Cc2ccc(NC(=O)C(C)C)c(O)c2)cc1O do in these assays?
PPC-1+TRAIL kill: 12; RBBP9 inhibitor: 2; Ba/F3 V617F tox: 2; NCF1 inh: -7; p97 ATPase inh: 0; TbHK1 inh: -12; PGE2 EP2 inh: 2; Furin inh: -24[20 µM]; BaF3 tox: 8

What do the screens show for `C=CCn1c(N)c(C(=O)NCc2cccnc2)sc1=S`?
PPC-1+TRAIL kill: -23; RBBP9 inhibitor: 0; Ba/F3 V617F tox: 3; NCF1 inh: -11; p97 ATPase inh: 3; TbHK1 inh: -36; PGE2 EP2 inh: 12; Furin inh: 5[20 µM]; BaF3 tox: 8

How did CCOC(=O)N/N=C\C=C\c1ccco1 do in these assays?
PPC-1+TRAIL kill: -39; RBBP9 inhibitor: -5; Ba/F3 V617F tox: 2; NCF1 inh: -34; p97 ATPase inh: 6; TbHK1 inh: -47; PGE2 EP2 inh: 8; Furin inh: -5; BaF3 tox: 9

Results for COc1ccc(N2CCN(S(=O)(=O)c3ccc(OC)cc3)CC2)cc1 ?
PPC-1+TRAIL kill: 17; RBBP9 inhibitor: -1; Ba/F3 V617F tox: 1; NCF1 inh: 5; p97 ATPase inh: 0; TbHK1 inh: 1; PGE2 EP2 inh: 2; Furin inh: -25[20 µM]; BaF3 tox: 5
